Bioassay records deposited in PubChem by Fisher Drug Discovery Resource Center.
hcGAS lum – Primary biochemical luminescence assay for human cyclic GMP-AMP synthase inhibitors | 0.081% of 290,000 active | recombinant h-cGAS, ATP depletion, Kinase-Glo luminescence | Q8N884 | inhibition, % at 12.5 µM;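 note: 0% = vehicle reaction and 100% = reaction without DNA for no activity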
Target sequence (Q8N884 whole entry, looked up): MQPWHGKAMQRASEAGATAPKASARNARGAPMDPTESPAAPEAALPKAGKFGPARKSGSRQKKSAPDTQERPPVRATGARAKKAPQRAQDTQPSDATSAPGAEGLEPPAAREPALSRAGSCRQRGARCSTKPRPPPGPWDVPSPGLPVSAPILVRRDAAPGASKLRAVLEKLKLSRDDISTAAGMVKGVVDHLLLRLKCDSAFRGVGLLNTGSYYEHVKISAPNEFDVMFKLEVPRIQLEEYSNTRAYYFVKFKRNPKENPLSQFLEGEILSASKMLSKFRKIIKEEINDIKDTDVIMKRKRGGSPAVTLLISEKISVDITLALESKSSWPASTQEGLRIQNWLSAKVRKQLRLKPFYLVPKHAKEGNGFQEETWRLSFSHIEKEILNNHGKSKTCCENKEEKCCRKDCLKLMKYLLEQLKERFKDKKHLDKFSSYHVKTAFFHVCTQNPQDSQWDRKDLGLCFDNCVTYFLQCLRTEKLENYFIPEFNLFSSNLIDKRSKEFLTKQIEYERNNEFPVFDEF
mcGAS inh – cyclic GMP-AMP synthase inhibitors, mouse, primary biochemical chemiluminescence. Q8C6L5. recombinant cGAS, Kinase-Glo ATP depletion luminescence. inhibition, % at 12.5 µM. 0.15% of 160,000 active. AID 1259399, 2018;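 note: 0% = negative control wells and 100% = reference inhibitor with no enzyme activity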
NPYLR7 agonist – agonists of mosquito NPYLR7 receptor, primary screen, cell-based, Aedes aegypti, calcium fluorescence, mosquito biting behavior; HEK293T NPYLR7/Galpha15, GCaMP6s calcium fluorescence; 0.15% of 270,000 active; AID 1259423, 2018; Aedes aegypti neuropeptide Y-like receptor 7 (NPYLR7); activation, % at 10 µM; in the data active = activation above about 40%;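 note: 0% = vehicle and 100% = reference agonist at the receptor; some compounds past the cut are filed as inactive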
* hit, by the source's call; x = not tested or not shown; & = joins results of further samples. Cut-off read from the data, not from the text of the source, unless noted: active = inhibition above about 40%; inactive = the rest. Rows are unselected; overall some 0.27% were active at least once.

SMILES	hcGAS lum	mcGAS inh	NPYLR7 agonist
CC1(C(=O)NS(=O)(=O)c2ccccc2Cl)CCN1C(=O)CC(c1ccccc1)c1ccccc1 (configuration not stated)	-5.8	x	15.7
Cc1c(Cl)ccc2c(=O)c(CN3CCOCC3)c[nH]c12	-4.3	-3.9	-2.3
Cc1ccc(CN(C(=O)COc2cccnc2)C2CCCC2)s1	-8.9	-11.2	x
COCCn1cc(C(=O)N2CCN(C(=O)C3CC3)CC2)c2nn(-c3ccccc3)c(=O)c-2c1	-6.0	-5.8	1.1
COc1ccc(C2c3ccsc3CCN2CC(=O)N2CCN(C(=O)NC3CCCCC3)C(C)C2)cc1 (configuration not stated)	1.5	0.5	-9.2
Cc1noc(C)c1C(=O)N1CCC1(C)C(=O)NS(=O)(=O)c1ccc(C#N)cc1 (configuration not stated)	-1.0	x	2.0
Cc1ccc2[nH]c3c(cc(O)c4c(=O)c5ccccc5c(=O)c43)[se]c2c1	4.2	-5.5	-5.0
Cc1nc2ncccn2c1C(=O)NCc1ccccc1-n1ccnc1	-4.5	x	0.1
CC1(C(=O)NS(=O)(=O)c2cccc(F)c2)CCN1C(=O)c1cccc2ccccc12 (configuration not stated)	-8.0	x	3.3
COc1ccc(OC)c(Cc2nnc(CCC(=O)NC(C)c3nccs3)o2)c1 (configuration not stated)	-3.0	x	-6.0
O=C(NCC1CCCO1)c1ccc(CSc2ccc3ccccc3n2)cc1 (configuration not stated)	-6.9	-3.5	-7.2
CCN(c1ccccc1)S(=O)(=O)c1ccc(C(=O)Nc2sccc2C(N)=O)cc1	-8.1	x	1.8
COc1ccc(-c2cc(C(=O)NCCN3CCCC3)n(-c3cccc([N+](=O)[O-])c3)n2)cc1	-14.6	-5.1	19.3
COc1ccc2[nH]c3c(c2c1)CCN(C(=O)c1c(-c2c(F)cccc2Cl)noc1C)C3c1ccccc1OC (configuration not stated)	-20.0	-9.6	13.7
Cc1ccccc1Cc1nnc(CSc2n[nH]c(=O)n2C)o1	-7.9&2.3	2.9	-0.4&-3.5
N#CCCCN1CCN(C(=O)c2ccc(-c3cc(-c4ccc5c(c4)OCCO5)n[nH]3)cc2)CC1	-5.3	-6.7	x
COC(=O)C1=C(C)N(C2CC2)C(=O)NC1c1ccc(OC(F)F)cc1 (configuration not stated)	-6.3	-8.2	9.8
O=C(Cc1ccc2c(c1)OCCO2)N1CCN(c2ccc(C(F)(F)F)cn2)CC1	-6.6	x	5.3
O=C(NC(C(=O)N1CCOCC1)C1CCN(C(=O)c2ccc(Cl)cc2)CC1)c1ccccc1 (configuration not stated)	-2.8	-3.6	-1.6
CN(C)CCN(C)c1cc(-c2cccc(F)c2)nc2ccnn12	0.0	-2.1	-7.8
Cc1ccc(OCCCN(C)C(=O)C2CCNCC2)cc1C	-2.9	x	2.1
Cc1ccccc1CN1CCC(CN(Cc2cccnc2)C(=O)c2ccccc2F)CC1	-13.1	-9.7	6.4
CC1(NC(=O)c2cnn(-c3ccccc3)c2)CCS(=O)(=O)C1 (configuration not stated)	-9.8	-7.5	11.4
CN(C)C1CCCN(C(=O)c2ccc(CN3CCCC3)o2)CC1 (configuration not stated)	-6.9	-18.4	3.0
COc1nc(N/N=C/c2ccccc2Cl)nc(N2CCOCC2)n1	-4.0	-5.8	2.1
Cc1ccsc1CN(Cc1ccc2c(c1)OCO2)C(=O)CN(CCN1CCOCC1)C(=O)Nc1ccccc1	1.2	-3.5	-5.7
CCc1cccc(NC(=O)CCn2cnc3c([nH]c4ccc(C)cc43)c2=O)c1	0.0	0.6	x
Cc1cc(C)n2nc(C(=O)Nc3cccn(C)c3=O)nc2n1	4.6	x	5.1
COCCNC(=O)N1CCC(CC(=O)N2CCCC2)CC1	-18.2	-6.8	x
Cc1ccc(C(NC(=O)c2cc(C)oc2C)C2CC2)cc1 (configuration not stated)	-9.5	-5.8	4.6
Cc1c(C(C)NC(=O)CSCC(N)=O)oc2ccccc12 (configuration not stated)	-5.7	x	6.0
CC(C)Nc1nnc(Sc2ncnc3c2cnn3C)s1	-8.0	x	-0.6
C=CCNCc1nccn1Cc1ccccc1C(F)(F)F	-4.8	-5.3	7.8
CC1CCc2c(sc3ncnc(N4CCOCC4)c23)C1 (configuration not stated)	0.8	-3.7	0.2
COc1cccc(CN2CCN(Cc3cnc(N(C)C)s3)CC2=O)c1	-1.5	x	3.4
O=C(NC1CCS(=O)(=O)C1)c1c2c(nc3ccccc13)/C(=C\c1ccccc1)CC2 (configuration not stated)	-9.3	-18.3	2.4
Cc1nnc(SCCCCSc2nnc(C)n2N)n1N	-0.3	-4.8	-0.2
CN1C(=O)C(CC(=O)NCC2CC2)=C2CCCCC21 (configuration not stated)	-1.4	-3.3	x
COc1ccccc1OCCNC(=O)Cc1c(C)nc2nc(SC)nn2c1C	-6.1	-8.5	0.0
CCOC(=O)c1nn(-c2ccc(C)cc2)c(=O)cc1OS(=O)(=O)c1c(C)noc1C	-3.2	x	9.8

Rewritten comma-delimited: part of the list above.
molecule,hcGAS lum,mcGAS inh,NPYLR7 agonist
Cc1ccsc1CN(Cc1ccc2c(c1)OCO2)C(=O)CN(CCN1CCOCC1)C(=O)Nc1ccccc1,1.2,-3.5,-5.7
CCc1cccc(NC(=O)CCn2cnc3c([nH]c4ccc(C)cc43)c2=O)c1,0.0,0.6,x
Cc1cc(C)n2nc(C(=O)Nc3cccn(C)c3=O)nc2n1,4.6,x,5.1
COCCNC(=O)N1CCC(CC(=O)N2CCCC2)CC1,-18.2,-6.8,x
Cc1ccc(C(NC(=O)c2cc(C)oc2C)C2CC2)cc1 (configuration not stated),-9.5,-5.8,4.6
Cc1c(C(C)NC(=O)CSCC(N)=O)oc2ccccc12 (configuration not stated),-5.7,x,6.0
CC(C)Nc1nnc(Sc2ncnc3c2cnn3C)s1,-8.0,x,-0.6

The listing continues.
SMILES	hcGAS lum	mcGAS inh	NPYLR7 agonist
CCn1cc(C(CC(=O)NCCc2ccc(Cl)cc2Cl)c2ccc(F)cc2)c2ccccc21 (configuration not stated)	-5.8	-5.6	2.6
COc1ccccc1-c1cnn(C(C)(C)C(=O)Nc2cnc3ccccc3c2)c1	-10.2	-7.6	0.9
NC(=O)C(=O)O	-6.9	-4.2	6.5
COC(=O)[C@@H]1C[C@@H](NC(=O)CCc2cccnc2)CN1C	0.8	4.6	0.3
CCOC(=O)N1CCN(C2CCCN(C(=O)c3ccc4[nH]ccc4c3)C2)CC1 (configuration not stated)	-1.7	x	0.0
Cc1nc2ccccn2c1C(=O)Nc1ccc2c(c1)C(=O)N1CCCCC1CCO2 (configuration not stated)	-10.2	x	-3.9
CC(C)(C)c1nn2cnnc2n(/N=C\c2ccccc2I)c1=O	-1.3	x	3.3
COc1cccc(-c2nn(CN3CCCC3c3cc(OC)ccc3OC)c(=S)n2C)c1 (configuration not stated)	-2.1	-9.6	10.0
CCc1ccccc1C(=O)N1CCNCC1C(=O)N1CCOCC1 (configuration not stated)	-5.0	x	10.3
C1CC(OC2CCOC2)CCN1 (configuration not stated)	5.8	x	-17.2
CCN1CCN(C(=O)C2(O)CCCC2)CC1	-6.7	x	-0.3
Cn1cccc1C(=O)NC(=O)COc1c(Cl)cccc1Cl	-0.4	x	2.0
O=C(c1cc(-c2cccc(Cl)c2)n[nH]1)N1CCOc2ccccc21	-7.1	x	2.2
CCN(CC)CCn1c(N)c(C(=O)N2CCCCC2)sc1=S	8.2	3.4	x
Cc1ccc(C2c3ccccc3CCN2C(=O)COc2ccccc2)cc1 (configuration not stated)	-5.4	-1.2	16.5
O=C(C1CCCC1)N(Cc1c(-c2ccccc2)noc1N1CCSCC1)C1CC1	-8.4	-7.2	x
Cc1cccnc1CN1CCN(S(=O)(=O)NCc2ccccc2)CC1	-4.6	x	6.1
CC(=O)Nc1ccc(C(=O)N2CCC(=O)N(CC3CC3)C(C(C)C)C2)cc1 (configuration not stated)	5.1	-1.6	x
CN1N=C(C(=O)Nc2ccc(NC(=O)c3ccc(F)cc3)cc2C(F)(F)F)CCC1=O	-7.6	-17.2	16.3
CC(C)NC(=O)[C@@H]1C[C@H](N)CN1C(=O)CCn1cc(Cl)cn1	-7.3	x	10.7
COc1cccc(CSc2nnc(CNC(=O)Nc3ccccc3Br)n2-c2cc(Cl)ccc2Cl)c1	-0.2	-3.9	0.6
CC(C)=CC(=O)NCC1CCN(Cc2c(C)nn(C)c2Cl)C1 (configuration not stated)	-3.0	x	9.4
Cc1nn(C)cc1CN1CCOc2ccc(CN3CCC(OCc4ccccc4)CC3)cc2C1	-5.4	-10.2	26.4
Cc1nc2ccc(F)cc2n1C1CCN(C(=O)c2cccc(Cl)n2)CC1	-4.2	-6.4	7.4
COc1cccc(OC)c1-c1nccn1CCNc1ccccc1	-4.0	-0.6	-3.3
CCCCc1ccc(-c2ccc(-n3cncc3C(=O)NCCSCc3c(Cl)cccc3Cl)cc2)cc1	-8.6	-6.7	15.5
CC(C)CCS(=O)(=O)CC(=O)Nc1ccc(=O)n(C)c1	-0.6	x	4.1
COCCN1CCCC(Nc2nc3ccccc3cc2CO)C1 (configuration not stated)	-5.9	x	12.2
CN(Cc1ccccc1)c1cc(-c2ccccc2)nc(SCc2cccc(C(=O)NCc3ccccn3)c2)n1	-8.2	-3.6	7.7
CCC(C)N(CC(=O)N(CCc1ccc(OC)c(OC)c1)Cc1ccco1)C(=O)Nc1ccc(C)cc1C (configuration not stated)	-10.6	-7.0	-8.7
CC(=O)N1CC(C(=O)NC2CC2)C(c2ccccc2C)C1 (configuration not stated)	-4.9	-3.7	x
O=C(Nc1ccc(F)cc1)C(C1CCCC1)N1CCN(C(=O)c2ccccc2Cl)CC1 (configuration not stated)	-5.7	-4.6	-7.0
CCCC(C)(C)NC(=O)c1cc(=O)[nH]c2c(Br)cccc12	4.9	3.6	0.3
Cc1nn(C(C)(C)C)c(OC(=O)Cc2ccc(F)cc2)c1S(=O)(=O)c1ccccc1	-8.4	-7.0	1.8
O=C(CN1C(=O)NC2(CCCC2)C1=O)Nc1cc(Cl)ccc1N1CCCC1	3.4	x	2.1
O=C(N/N=C\c1ccco1)c1cc(-c2ccc3c4c(cccc24)CC3)n[nH]1	-12.5	-5.8	15.2
COCCCN(Cc1c(C)nn(-c2ccccc2)c1N1CCN(C)CC1)C(=O)Cc1cccs1	-8.5	-4.7	3.5
Cc1ccc(NC(=O)Nc2ccc(N3CCCC3)c(C(=O)NCC(C)C)c2)cc1	0.7	-9.1	8.1
COc1ccc(Oc2cc(N3CCN(C(=O)C4CCC4)C(C)C3)ncn2)cc1 (configuration not stated)	-5.8	-5.4	3.0
O=C(c1ccc(N2CCOC(C(F)(F)F)C2)nc1)N1CCOCC1 (configuration not stated)	-0.9	-7.4	0.3
Cc1cccn2c(=O)c(/C=N\O)c(Nc3ccc(Cl)cc3)nc12	-5.4	-7.3	-1.8
CCCCCn1cc(C2CCN(C(=O)c3ccc(OC)c(OC)c3)CC2)c2ccccc21	-2.0	-4.6	6.1
Cc1c(Br)c([N+](=O)[O-])nn1CC(N)=O	-4.5	-8.1	-4.2
CN(CC(=O)NC(C)(C)C)Cc1c(O)ccc2cc(Br)ccc12	3.3	x	17.0
Cc1cc(Br)c2c(c1)C(=O)C(=O)N2	1.5	x	-1.4
CC(=O)Nc1ccc(CNC(=O)CCC(=O)c2cc(C)sc2C)cc1	-2.9	x	11.6
CCOc1ccc(S(=O)(=O)NCCc2sc3nc(-c4ccc(F)cc4)nn3c2C)cc1	-2.5	0.0	4.9
CCN(CC)CCNc1nc2c(F)cccc2s1	-9.7	x	4.3
CSc1nc(N2CCCC2)c2cnn(CCNC(=O)c3ccco3)c2n1	1.5	1.0	x
O=C(Nc1ccccc1C(=O)NCC1CCCO1)c1ccc([N+](=O)[O-])cc1 (configuration not stated)	-4.8	x	4.7

Ordered by number of heavy atoms (high to low): part of the list above.
SMILES	hcGAS lum	mcGAS inh	NPYLR7 agonist
CCCCCn1cc(C2CCN(C(=O)c3ccc(OC)c(OC)c3)CC2)c2ccccc21	-2.0	-4.6	6.1
Cc1cccn2c(=O)c(/C=N\O)c(Nc3ccc(Cl)cc3)nc12	-5.4	-7.3	-1.8
Cc1cc(Br)c2c(c1)C(=O)C(=O)N2	1.5	x	-1.4

Following part.
SMILES	hcGAS lum	mcGAS inh	NPYLR7 agonist
CC1c2ccc(F)cc2CCN1C(=O)CN1CCc2sccc2C1 (configuration not stated)	-5.9	x	0.2
CC(NC(=O)NCC1Cc2ccccc2O1)c1cccs1 (configuration not stated)	-9.3	-7.5	-0.8
Cc1c(N=Nc2ccc(N(C)C)cc2)c(=O)n(-c2ccccc2)n1C	-1.3	x	-1.0
CNC(=O)C1Cc2ccccc2N1S(=O)(=O)c1ccc(OC)c(C)c1 (configuration not stated)	-4.1	x	18.8
CCOC(=O)c1cnc(C)nc1NCCCN(C)c1ccccc1	-1.5	-2.5	16.9
Cc1cccc(C2=NN3C(=N)/C(=C\c4ccc([N+](=O)[O-])o4)C(=O)N=C3S2)c1	1.8	x	-1.1
O=C(O)c1cccnc1CN1CCC(O)(c2ccc(F)cc2)CC1	-2.4	-13.7	4.4
CCc1ccccc1N1CCN(Cc2ccc(C(=O)OC)cc2)C(C)C1=O (configuration not stated)	-6.8	-6.0	17.6
CCN(CC)S(=O)(=O)NCc1ccc(OC(F)F)cc1	-9.1	x	8.5
CCc1nn2c(nnc3c(=O)n(CC)ccc32)c1-c1ccc(Cl)cc1	-9.4	x	4.2
CCOC(=O)c1ccc(N2C(=N)S/C(=C\c3ccccc3OC(C)C)C2=O)cc1	0.3	x	-2.5
COc1ncc(-c2ccc(NC(C)=O)cc2)c(OC)n1	-7.8	x	0.5
